Bioassay records as filed in PubChem BioAssay.
D1 ag: Allosteric Agonists of the Human D1 Dopamine Receptor: qHTS | HEK293 T-REx D1 cells, calcium flux, agonist mode | D(1A) dopamine receptor (Homo sapiens), P21728 | activation, % at 2 µM | 360,000 tested, 1% active | AID 504660, 2011; note: 0% is about no effect
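Inducible HEK293 T-REx D1 cells, force-coupled to calcium signalling, were plated at 4000 cells/well with tetracycline and held overnight at 30 C. After no-wash calcium dye loading, compound-evoked calcium rise over 180 s flagged agonists.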
RXFP1 antagonist: qHTS Assay for Antagonists of the Relaxin Receptor RXFP1. AID 1259400, 2018. activity change, negative = inhibition, % at 57.5 µM. 350,000 tested, 0.59% active. Relaxin receptor 1 (Homo sapiens), Q9HBX9. HEK293-RXFP1, relaxin-stimulated cAMP HTRF, 30 min; active compounds read low;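 active = activity change of -60% or lower, but not beyond a set lower limit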; note: % is set by controls: 0 for no effect and ±100 for the full control effect
TRHR PAM: qHTS for Small Molecule Agonists and Allosteric Enhancers of Human TRH Receptor: Primary Screen for Enhancers; TRHR cells, fluo-8 calcium fluorescence, EC20 TRH enhancement; enhancement, % at 2 µM; Thyrotropin-releasing hormone receptor (Homo sapiens), P34981; 360,000 tested, 0.66% active; in the data active = enhancement above about 30%; note: 0% is about no effect
Target sequence (P34981 whole entry, looked up): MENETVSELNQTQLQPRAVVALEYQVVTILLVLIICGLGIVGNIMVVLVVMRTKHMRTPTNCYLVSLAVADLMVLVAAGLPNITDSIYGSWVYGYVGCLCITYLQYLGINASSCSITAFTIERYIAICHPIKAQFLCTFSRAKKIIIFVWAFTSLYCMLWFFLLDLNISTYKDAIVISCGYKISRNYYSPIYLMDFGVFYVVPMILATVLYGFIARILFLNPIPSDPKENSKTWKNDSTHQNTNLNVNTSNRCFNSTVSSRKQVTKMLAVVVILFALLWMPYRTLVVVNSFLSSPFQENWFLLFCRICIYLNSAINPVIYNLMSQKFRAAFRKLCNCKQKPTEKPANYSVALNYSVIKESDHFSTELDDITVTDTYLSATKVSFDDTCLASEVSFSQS
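TRHR-expressing cells loaded with fluo-8 calcium dye were read kinetically (ex 480/em 530) during compound addition, then stimulated with an EC20 of TRH (10 nM final). Enhancement of the Gq-mediated intracellular calcium response was scored.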
D2 agonist: HTS Assay for Allosteric Agonists of the Human D2 Dopamine Receptor: Primary Screen for Agonists. activation, % at 2 µM. D(2) dopamine receptor (Homo sapiens), P14416. HEK293 T-REx D2 cells, calcium flux agonist mode. 340,000 tested, 0.53% active;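 active = activation over 3 SD above normal in the single-dose calcium agonist read, cut at about 30% in these data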; note: 0% is about no effect
Target sequence (P14416 whole entry, looked up): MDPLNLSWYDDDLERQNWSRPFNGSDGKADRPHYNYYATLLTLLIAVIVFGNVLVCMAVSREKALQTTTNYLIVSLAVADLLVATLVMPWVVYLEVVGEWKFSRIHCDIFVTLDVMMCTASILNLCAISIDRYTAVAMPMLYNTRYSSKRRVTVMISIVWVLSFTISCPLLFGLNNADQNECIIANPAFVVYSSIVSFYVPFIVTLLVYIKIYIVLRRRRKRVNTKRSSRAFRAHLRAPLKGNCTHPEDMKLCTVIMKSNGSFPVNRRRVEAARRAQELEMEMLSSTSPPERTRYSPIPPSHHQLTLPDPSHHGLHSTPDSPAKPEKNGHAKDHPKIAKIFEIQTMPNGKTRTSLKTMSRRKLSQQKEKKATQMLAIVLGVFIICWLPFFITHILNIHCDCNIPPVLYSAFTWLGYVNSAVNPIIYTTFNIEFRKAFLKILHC
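Tetracycline-induced HEK293 T-REx cells with force-coupled D2 receptor, plated overnight at 30 C, loaded with no-wash calcium dye. After a 10 s baseline, compound was pin-added and calcium flux read kinetically for 180 s; calcium rises flagged agonists.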
D1 antag: Antagonist of Human D 1 Dopamine Receptor: qHTS; AID 504652, 2011; HEK293 TREx D1 cells, calcium flux, dopamine EC80; active compounds read low; 360,000 tested, 3.2% active; activity change, negative = inhibition, % at 10 µM; D(1A) dopamine receptor (Homo sapiens), P21728; in the data active = activity change below about -30%; note: % is set by controls: 0 for no effect and ±100 for the full control effect
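Compound effects on dopamine-evoked calcium signalling were measured in tetracycline-induced HEK293 Trex D1 cells. Dopamine at EC80 followed a 180 s compound pre-read, and fluorescence was tracked kinetically for 180 s more.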
D2 antag: HTS Assay for Allosteric Antagonists of the Human D2 Dopamine Receptor: Primary Screen for Antagonists; inhibition, % at 10 µM; AID 485344, 2010; HEK293 TREx D2 cells, calcium flux, dopamine EC80; 340,000 tested, 2% active; D(2) dopamine receptor (Homo sapiens), P14416; in the data active = inhibition above about 30%; note: 0% is about no effect
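Antagonism is scored as inhibition of an EC80 dopamine-evoked calcium signal in a force-coupled, tetracycline-inducible HEK293 T-REx D2 line, with compound present 180 s before agonist.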
D1 PAM: Potentiators of Human D1 Dopamine Receptor: qHTS | HEK293 TREx D1 cells, calcium flux, dopamine EC20 potentiation | potentiation, % at 10 µM | D(1A) dopamine receptor (Homo sapiens), P21728 | 360,000 tested, 0.036% active; in the data active = potentiation above about 30%; note: 0% is about no effect
D2 PAM: HTS Assay for Positive Allosteric Modulators of the Human D2 Dopamine Receptor: Primary Screen for Potentiators; D(2) dopamine receptor (Homo sapiens), P14416; HEK293 T-REx D2, calcium flux, EC20 dopamine potentiation; potentiation, % at 10 µM; 340,000 tested, 0.34% active;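 active = potentiation over 3 SD above the plate norm, cut at about 30% in these data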; note: 0% is about no effect
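Potentiation of an EC20 dopamine calcium response measured kinetically over 180 s, after a preceding 180 s compound-only read flagging agonists. Cells: inducible Hek293 Trex D2 line, 4000/well, cultured overnight at 30 C before dye loading.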
TRHR ag: qHTS for Small Molecule Agonists and Allosteric Enhancers of Human TRH Receptor: Primary Screen for Agonists | Thyrotropin-releasing hormone receptor (Homo sapiens), P34981 | TRHR cells, calcium flux fluo-8, FDSS agonist mode | activation, % at 2 µM | 360,000 tested, 0.18% active | AID 493084, 2011; note: 0% is about no effect
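Steps: seed TRHR cells overnight; add fluo-8 no-wash Ca dye, RT 30 min–1.5 h; record 10 s baseline; pin-transfer compounds; monitor fluorescence 1 cycle/s for the agonist window. Calcium increases flag candidate agonists.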
Active calls of the source: *; nt = no result given. Cut-off read from the data, not from the text of the source, unless noted: active = activation above about 30%; inactive = the rest.

SMILES	D1 ag	RXFP1 antagonist	TRHR PAM	D2 agonist	D1 antag	D2 antag	D1 PAM	D2 PAM	TRHR ag
COc1ccc(N2CCN(S(=O)(=O)c3c(C)[nH]c(=O)[nH]c3=O)CC2)cc1	2	-20	4	0.5	-1	nt	-5	0	0.2
Cc1cc(NC(=O)CSCC(=O)NCc2cccc(C(F)(F)F)c2)no1	1	-1	3	-0.1	-3	15	-1	-2	-0.5
NS(=O)(=O)c1ccc(CCNc2ccc(C(F)(F)F)cn2)cc1	-3	0	-12	-0.2	1	-15	-5	-6	0.2
COc1cccc(S(=O)(=O)Nc2ccc(C(=O)NCc3ccco3)cc2)c1	8	11	-7	-0.3	-2	16	2	17	-0.3
COc1ccc(OCC(=O)NC(=S)Nc2ccc3c4c(cccc24)CC3)cc1	11	13	1	nt	-2	nt	-3	-7	0.9
CCc1ccccc1NC(=O)c1ccccc1Sc1ccc([N+](=O)[O-])cc1Cl	13	-11	-1	5.4	0	8	-9	22	2.4
COc1cccc(NC(=O)COC(=O)c2c(-c3ccccc3)noc2C)c1	0	26	-2	-0.5	3	2	-2	-3	-0.6
Cc1nc2ccccc2nc1CSc1nnc(N)s1	3	-9	2	0.5	3	2	5	7	-0.1
Cc1ccc(CN2C(=O)CCC2C(=O)NC2CCCC2)cc1 (stereo not drawn)	1	-3	-4	1.1	-2	8	-1	nt	1.8
CSc1ccccc1OCc1cc(C(=O)N(C)CCc2c(C)n[nH]c2C)no1	1	20	4	-1.2	-4	-1	6	2	1.5
Cn1c(=O)c(C(N)=S)cn(-c2ccccc2)c1=O	5	2	-5	-0.2	-10	0	3	-9	-0.8
CC(C)(C)NCC(O)COCc1ccc(Cl)cc1 (stereo not drawn)	3	-6	0	-1.5	1	6	-3	18	0.4
COc1ccc(C(=O)NNC(=O)C2(C)CC2(Br)Br)cc1 (stereo not drawn)	3	11	-5	-0.3	-18	2	-1	-10	-0.4
COc1ccc(-n2ncc3c2CC(C)(C)CC3NC(=O)CN2CCOC2=O)cc1 (stereo not drawn)	5	-23	1	1.0	-17	0	-5	1	0.4
COCC(C)NC(=O)c1cc2cc(OC)ccc2[nH]1 (stereo not drawn)	2	4	4	0.0	-8	-16	-12	4	0.3
Cc1cccc(OC(C)C(=O)N2CCc3ccccc3C2)c1 (stereo not drawn)	2	-4	0	-0.5	-4	5	-2	2	0.0
CN(C)S(=O)(=O)c1ccc(Cl)c(NC(=O)c2ccncc2)c1	3	5	3	-1.0	32	-6	-7	1	-0.3
CC1(c2nnc(-c3ccccc3)o2)CC(c2ccc(F)cc2)=NO1 (stereo not drawn)	2	nt	2	-0.1	0	-3	1	-4	-0.4
NC(=O)NOCc1ccccc1	3	-9	7	0.4	-1	13	-4	-3	1.9
CN(CC(=O)Nc1ccccc1Br)C(=O)c1ccccc1OCc1ccc(F)cc1	6	10	-3	-0.4	8	4	4	3	-0.6
Cc1ccccc1C(C(=O)NC1CCCC1)N(C(=O)Cc1cccs1)c1ccc2c(c1)OCCO2 (stereo not drawn)	1	-8	-8	-0.1	-23	-7	3	7	7.2
Cc1nc2c(c(C)c1CCC(=O)Nc1cccc(C(F)(F)F)c1)c(=O)n(C)c(=O)n2C	4	nt	6	-0.3	-24	nt	-5	-2	0.1
COc1ccc(C2N(c3cc(Cl)ccc3OC)C(=O)C3CCCN32)c(OC)c1 (stereo not drawn)	0	6	-7	5.6	5	22	-3	4	-0.2
COc1ccc(C(=O)NCc2ccc3c(c2)OCO3)cc1S(=O)(=O)N1CCCC1	0	-3	1	-0.3	-2	2	3	-2	-0.6
c1ccc(Oc2nc(NCc3ccco3)nc(NCc3ccco3)n2)cc1	24	-3	-5	0.7	-6	5	-5	1	-1.1

Some entries already given, reduced to D2 PAM and D2 antag.
SMILES	D2 PAM	D2 antag
NS(=O)(=O)c1ccc(CCNc2ccc(C(F)(F)F)cn2)cc1	-6	-15
Cc1nc2c(c(C)c1CCC(=O)Nc1cccc(C(F)(F)F)c1)c(=O)n(C)c(=O)n2C	-2	nt
CN(C)S(=O)(=O)c1ccc(Cl)c(NC(=O)c2ccncc2)c1	1	-6
CSc1ccccc1OCc1cc(C(=O)N(C)CCc2c(C)n[nH]c2C)no1	2	-1
CCc1ccccc1NC(=O)c1ccccc1Sc1ccc([N+](=O)[O-])cc1Cl	22	8

Further records
SMILES	D1 ag	RXFP1 antagonist	TRHR PAM	D2 agonist	D1 antag	D2 antag	D1 PAM	D2 PAM	TRHR ag
COc1ccc(NCc2nnc(SCC(=O)Nc3cc(C(F)(F)F)ccc3Cl)o2)cc1	13	-12	-11	-0.5	2	11	-5	-6	1.4
NC(=O)c1ccccc1NC(=O)c1ccoc1	2	10	2	1.0	20	-2	0	8	0.1
CCOC(=O)N1CCC(NC(=O)c2ccc3c(c2)N(C)C(=O)/C(=C/c2cccc(OC)c2)S3)CC1	0	-15	-2	0.5	-3	3	1	-2	0.3
NC(=O)c1ccc(NC(=O)CCN=C2NS(=O)(=O)c3ccccc32)cc1	1	-5	12	0.4	-17	-21	-20	-17	-0.2
Cc1ccc(N(C)C(=O)Cn2cnc3onc(-c4ccc(F)cc4)c3c2=O)cc1C	0	nt	13	nt	2	nt	6	nt	1.4
OC1(c2nc3ccccc3[nH]2)CCCCC1	1	nt	3	0.1	-20	2	2	-16	-0.3
COc1ccc(NC(=O)CSc2nc3ccccc3nc2N2CCCC2)cc1	2	-19	1	-0.5	6	26	-4	7	-0.1
Cc1nc2c(=O)n(-c3cccc(C(F)(F)F)c3)nc(C)c2s1	1	1	26	0.3	6	10	1	11	-0.8
Cn1c(=O)c2c(nc(SCC(=O)NCc3ccc4c(c3)OCO4)n2Cc2ccc(Cl)cc2)n(C)c1=O	0	-9	6	-1.8	8	-11	3	-2	-1.3
Cc1ccccc1N=C1NC(=O)CS1	3	-6	10	nt	-15	nt	10	nt	-0.9
CCOc1ccc(-c2cc3cc(OC)c(OC)cc3c(C)n2)cc1	-1	1	0	-0.2	0	-7	4	nt	-0.4
CCCC(C(=O)Nc1cccc(S(=O)(=O)N2CCCC2)c1)c1ccccc1 (stereo not drawn)	18	8	16	0.4	-18	-3	1	8	-0.6
CCOc1ccc(-c2nn(CC(=O)NC3CCCC3)c3c2cnc2ccc(C)cc23)cc1	1	-3	-1	-0.9	-8	nt	-4	-6	0.3
Cc1ccc(-n2nnc(-c3nc(-c4cccs4)no3)c2N)cc1C	0	0	-5	1.5	-4	nt	-5	5	1.0
CCCCOC(=O)c1ccc(NC(C)=O)cc1	4	-2	2	-0.9	-11	10	-1	1	0.2
CN(C)CCCOC(=O)N1c2ccccc2C=Cc2ccccc21	6	11	7	0.3	-3	-11	-5	-13	1.3
O=S(=O)(CCN1CCN(c2ccccn2)CC1)c1ccc(F)cc1	2	1	4	16	3	13	-1	-7	-0.2
COc1ccc(CN2CCNC(=O)C2CC(=O)NCCc2nc(C)c3c(n2)CCC3)cc1C (stereo not drawn)	1	-8	-3	0.0	7	-3	-1	-10	0.3
Cc1ccc(S(=O)(=O)N2CCN(c3ccccc3)CC2)cc1C	0	-2	-4	1.6	0	27	-4	-4	-0.3
COc1ccc(OCCC(=O)NCc2ccccc2)cc1	0	-6	2	0.6	3	21	-2	-5	-0.1
Cc1ccc(-n2nc(CO)c(C(=O)NCCC(C)C)n2)cc1C	2	-37	0	0.6	-47*	nt	2	-19	-1.3
COc1cccc(N2CCN(Cc3nnnn3C3CCCCC3)CC2)c1	6	-4	-1	-0.1	1	-22	-4	2	0.5
COc1cc2c(cc1OC)C(c1c(Cl)cccc1Cl)NC(=O)C2 (stereo not drawn)	4	-13	1	-1.6	26	4	1	0	1.0
O=C(CS(=O)c1ccc(F)cc1)Nc1ccccc1Cl (stereo not drawn)	2	-4	-5	-1.4	6	-13	-4	1	0.0
CCOC(=O)NC(NCc1ccccc1Cl)(C(F)(F)F)C(F)(F)F	0	-9	6	0.6	9	-11	1	-2	0.6
Cc1cc(NC(=O)CN2C(=O)CC(c3ccco3)Sc3ccccc32)no1 (stereo not drawn)	12	nt	0	0.0	-3	9	-5	14	-0.7
Cc1ccccc1N1CCN(C(=S)c2ccc(-c3ccc([N+](=O)[O-])cc3)o2)CC1	2	-11	4	0.9	1	3	2	2	0.1
Clc1ccc(N2CCN(c3cnc4ccccc4n3)CC2)cc1	-3	-7	4	0.7	-1	-25	1	9	-0.1
COc1cccc(Cn2nnc(C(=O)Nc3ccc(C)cc3)c2N)c1	5	nt	13	-0.9	38	-8	3	-16	-0.2

D1 antag, hit marks shown above
smiles	D1 ag	RXFP1 antagonist	TRHR PAM	D1 antag	D2 antag	D1 PAM	D2 PAM
Cc1ccc(-n2nc(CO)c(C(=O)NCCC(C)C)n2)cc1C	2	-37	0	-47*	nt	2	-19

Reprinted at random: 3 records from the list
SMILES	D1 ag	RXFP1 antagonist	TRHR PAM	D2 agonist	D1 antag	D2 antag	D1 PAM	D2 PAM	TRHR ag
COc1ccc(C(=O)NNC(=O)C2(C)CC2(Br)Br)cc1 (stereo not drawn)	3	11	-5	-0.3	-18	2	-1	-10	-0.4
Cc1ccc(-n2nc(CO)c(C(=O)NCCC(C)C)n2)cc1C	2	-37	0	0.6	-47*	nt	2	-19	-1.3
NC(=O)c1ccc(NC(=O)CCN=C2NS(=O)(=O)c3ccccc32)cc1	1	-5	12	0.4	-17	-21	-20	-17	-0.2
